V-ATPase pHluor: alters yeast V-ATPase proton transport; response, % at 10 µM; S. cerevisiae, pHLuorin cytosolic pH fluorescence; AID 504577; hit rate 0.37% among 350,000; in the data active = response mostly above about 7.3%, no sharp cut-off; inactive = mostly below about 5.4%; note: actives read high; inactives centre near 0; some compounds called inactive have numbers as strong as hits; reference of the scale not given here
HTR5A ag: activates human HTR5A in OPRM1-OPRD1 agonist counter-screen; HTR5A agonist assay, luminescence, cell-based; activation, % at 9.3 µM; P47898; hit rate 0.61% among 340,000; in the data active = activation mostly above about 9.5%, no sharp cut-off; inactive = mostly below about 7.6%;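 note: 0% = cells with vehicle only and 100% = reference agonist; strong numbers were not always called active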
HTR5A inv ag: counter-screen for OPRM1-OPRD1 inverse agonists: human HTR5A inverse agonism; hit rate 0.083% among 340,000; inhibition, % at 9.3 µM; P47898; HTR5A cell line, luminescence; in the data active = inhibition mostly above about 23%, no sharp cut-off; inactive = mostly below about 18%;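 note: 0% = cells with DMSO and 100% = no-cell wells with DMSO; some compounds called inactive have numbers as strong as hits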
PKA-R1A act: activates the PKA-R1A holoenzyme complex; PKA-R1A dissociation, Cy5-IP20 fluorescence polarization; scaled: DMSO 0%, 113 µM cGMP 100%; activation, % at 11.4 µM; hit rate 0.083% among 340,000; AID 504707;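 active = percent activation above the mean of all tested compounds plus 3 SD, cut at about 19% in these data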;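 note: higher means more PKAc released from R1A so a rise in polarization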
DAGLB inhibitor: diacylglycerol lipase beta (human) inhibition; Q8NCG7; HEK293T DAGLB membrane lysate, EnzChek fluorogenic substrate; inhibition, % at 5.17 µM; hit rate 0.059% among 340,000; in the data active = inhibition above about 34%;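 note: 0% = enzyme with vehicle and 100% = wells lacking enzyme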
PKA-R2B activ: activates the human PKA-R2B holoenzyme complex | P22694+P31323 | PKA-R2B holoenzyme dissociation, Cy5-IP20 fluorescence polarization; R2B truncated from residue 108, S112A mutant; 0% DMSO only, 100% 113 µM cGMP | activation, % at 11.4 µM | hit rate 0.079% among 340,000 | AID 504700;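 active = activation above a cutoff set at the mean over all compounds plus 3 SD, cut at about 18% in these data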;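 note: higher means more holoenzyme dissociation and a rise in polarization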
OPRM1-OPRD1 inv: inverse agonists of human mu-delta opioid receptor heterodimerization. P35372+P41143. cell-based MOR-DOR heterodimer luminescence, inverse agonism. inhibition, % at 9.3 µM. hit rate 0.21% among 340,000; in the data active = inhibition above about 22%, passing the limit was not always enough;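 note: 0% = cells with DMSO and 100% = wells without cells with DMSO; values of inactives mirror those of a sister screen read the other way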
OPRM1-OPRD1 ag: OPRM1-OPRD1 heterodimerization agonism; P35372+P41143; cells, luminescence; activation, % at 9.3 µM; hit rate 0.3% among 340,000; AID 504326; in the data active = activation above about 18%;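 note: 0% = vehicle-treated cells and 100% = reference agonist; values of inactives mirror those of a sister screen read the other way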
Arr AP2 block: inhibitors of human beta-arrestin and AP2 interaction | FITC-arrestin peptide / GST-AP2 beads, flow cytometry; AP2 beta2 appendage carries R879A mutation | inhibition, % at 10 µM | hit rate 0.31% among 340,000 | AID 504490;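 active = inhibition above a set limit, near 3 SD of compounds lacking own fluorescence, cut at about 54% in these data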;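 note: plate controls were DMSO wells for no effect and 5 µM unlabelled arrestin peptide for full effect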
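System: GST-tagged AP2 beta2-adaptin appendage (R879A) on 4 µm glutathione beads / Reagent: FITC-arrestin peptide, 50 nM / Detection: HyperCyt-sampled flow cytometry, FL1 channel, ex 488/em 535 nm / Timing: 12 min plus 1 h, RT / Buffer or medium: PBS plus Tween 20 (0.05%) and BSA (0.1%)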
DSG3 Ab inh: blocks pemphigus antibody binding to human desmoglein-3 | DSG3-coupled beads, scFv-anti-DSG3-GFP binding, flow cytometry; stronger effect = lower value | binding (percent of control), % at 10 µM | hit rate 0.48% among 310,000 | AID 588358;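 active = binding more than 3 SD below its plate's average and above zero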; note: some compounds called inactive have numbers as strong as hits
Target sequence (P32926 whole entry, looked up): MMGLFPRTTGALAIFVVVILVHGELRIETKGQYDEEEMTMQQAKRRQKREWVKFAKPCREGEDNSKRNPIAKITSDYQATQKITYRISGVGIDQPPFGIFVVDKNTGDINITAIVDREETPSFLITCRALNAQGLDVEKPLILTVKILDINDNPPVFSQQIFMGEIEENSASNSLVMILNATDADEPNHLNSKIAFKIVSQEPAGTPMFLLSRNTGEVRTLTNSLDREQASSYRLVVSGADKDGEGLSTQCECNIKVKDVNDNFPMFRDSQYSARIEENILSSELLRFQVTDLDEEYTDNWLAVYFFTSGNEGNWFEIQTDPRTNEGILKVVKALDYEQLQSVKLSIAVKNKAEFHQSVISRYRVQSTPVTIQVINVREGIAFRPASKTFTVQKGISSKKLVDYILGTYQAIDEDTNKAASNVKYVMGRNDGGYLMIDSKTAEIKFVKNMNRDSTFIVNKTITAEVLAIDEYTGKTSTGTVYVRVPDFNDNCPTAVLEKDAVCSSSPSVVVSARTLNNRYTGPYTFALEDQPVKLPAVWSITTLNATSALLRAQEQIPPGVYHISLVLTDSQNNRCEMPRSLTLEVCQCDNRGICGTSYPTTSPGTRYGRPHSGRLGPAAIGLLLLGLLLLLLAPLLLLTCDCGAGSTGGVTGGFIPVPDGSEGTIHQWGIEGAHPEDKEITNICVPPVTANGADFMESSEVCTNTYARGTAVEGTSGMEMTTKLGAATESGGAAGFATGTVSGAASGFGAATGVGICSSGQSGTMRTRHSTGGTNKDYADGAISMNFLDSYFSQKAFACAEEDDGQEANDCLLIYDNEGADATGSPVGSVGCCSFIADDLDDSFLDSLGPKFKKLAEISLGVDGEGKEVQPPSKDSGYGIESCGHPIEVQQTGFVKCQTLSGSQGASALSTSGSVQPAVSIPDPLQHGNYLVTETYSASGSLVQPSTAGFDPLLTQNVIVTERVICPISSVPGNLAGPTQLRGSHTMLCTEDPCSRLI
* marks the source's active call; other numbers are inactive results; / = not tested or not shown. Compounds as they come. Share with any hit: about 2.4%.

smiles,V-ATPase pHluor,HTR5A ag,HTR5A inv ag,PKA-R1A act,DAGLB inhibitor,PKA-R2B activ,OPRM1-OPRD1 inv,OPRM1-OPRD1 ag,Arr AP2 block,DSG3 Ab inh
O=C(NCCC1CCCCN1S(=O)(=O)c1ccc(F)cc1)C(=O)NCC1CCCO1 (configuration not stated),-2,-1,4,-1,1,-1,13,-2.5,2,102
c1ccc(N2CCN(CCc3nnc4n3CCCCC4)CC2)cc1,3,11,-30,12,0,12,-6,0.9,-5,103
O=C(OCc1cccc([N+](=O)[O-])c1)c1cccnc1Cl,2,4,-10,-6,-4,6,11,-2.0,40,90
O=C1NC(c2ccccc2)C(C(=O)c2cccs2)C(O)(C(F)(F)F)N1 (configuration not stated),-2,11,-26,-4,1,5,15,-3.1,6,106
COc1ccc(/C(O)=C2/C(=O)C(=O)N(c3ccccn3)C2c2ccc(F)cc2)cc1 (configuration not stated),3,-3,12,4,0,12,-12,2.0,8,99
CCCC(=O)N1CCN(c2ccc(NC(=O)c3ccc(N4CCCC4)c([N+](=O)[O-])c3)cc2Cl)CC1,-2,0,11,-27,1,1,10,-1.9,32,93
O=C(CSc1ccc2nnc(-c3cccnc3)n2n1)c1ccccc1,-1,3,15,-3,-2,9,4,-0.8,1,/
O=P(CCC(F)(F)F)(CCC(F)(F)F)CCC(F)(F)F,3,7,-24,3,0,6,13,-2.4,3,99
O=C(Nc1ccccc1)OCc1cc(-c2ccc(Cl)cc2)on1,-41,-1,-2,-5,-9,-11,-10,1.8,-20,102
O=C(NCc1ccncc1)Nc1ccccc1,2,1,-4,1,-3,3,0,0.1,7,90
Cc1ccc(NC2CCCN(C(=O)c3cc4ncccn4n3)C2)cc1C (configuration not stated),3,-2,4,-5,1,0,0,0.1,20,92
Cc1nc2ccccc2n1C1CC(=O)N(Cc2ccccc2)C1=O (configuration not stated),5,/,/,-7,-3,9,/,/,5,98
Cc1cc(C)cc(NS(=O)(=O)c2ccc3[nH]c(=O)[nH]c3c2)c1,2,15,-40,-4,0,-6,4,-0.6,-9,96
CCOc1ccc(N=C2NC(=O)S/C2=C\c2ccc(OC)cc2)cc1,-5,-2,2,-4,-1,-10,1,-0.2,20,95
Cn1cnnc1Sc1ccc(S(C)(=O)=O)cc1[N+](=O)[O-],4,3,-18,16,-2,4,-32,6.5,22,121
CC1(C)CC(=O)C2=C(C1)Oc1nc3ccccc3cc1C2C(C#N)C#N (configuration not stated),0,-5,12,3,4,-2,12,-2.4,-14,117
CCCCN(C)C(=O)c1ccc(S(=O)(=O)N2CCOCC2)cc1,3,0,1,-8,4,0,15,-3.5,-6,/
Cc1cc(NC(=O)c2ccc(Br)c(S(=O)(=O)N3CCCC3)c2)no1,9,2,-14,-5,-3,10,0,0.0,12,93
O=C(Nc1ccc(F)cc1)c1cn(-c2ccccc2)nc1-c1ccncc1,-4,-1,4,-4,-2,6,7,-1.2,-4,108
NNc1nc2c(-c3ccc(F)cc3)nnn2c2ccccc12,-12,1,-4,-5,-5,2,-15,2.8,20,85
Cc1c(Cl)c([N+](=O)[O-])nn1CC(=O)N1CCN(Cc2ccccc2)CC1,-2,6,-15,-8,-1,6,11,-2.3,-26,84
CCN(CC)Cc1c(O)ccc2c(=O)c(Oc3ccccc3OC)coc12,-2,0,1,-1,-2,-3,19,-3.4,56*,96
CCOc1ccc(-c2nc3n(c(=O)c2C#N)CCCS3)cc1,0,-2,15,1,-1,-2,5,-1.1,-3,113
Cc1cccc(/C=C/c2onc(C)c2S(=O)(=O)N2CCC(C(=O)N3CCCCCC3)CC2)c1,1,0,-15,-7,-28,-1,15,-3.0,-4,102
O=C(O)CN1C(=O)/C(=C\c2cccc(OCc3ccc(Cl)cc3Cl)c2)SC1=S,0,-3,10,6,14,-1,14,-2.9,6,127
C[C@H]1CN([C@@H](C)CO)C(=O)c2cc(-c3cccnc3)cnc2O[C@H]1CN(C)Cc1ccc(Oc2ccccc2)cc1,2,/,/,0,-2,2,/,/,/,97
COc1ccc(NC(=O)c2ccc3[nH]c(C)c(C)c3c2)cc1,3,7,-24,-4,2,-2,2,-0.5,-3,/
CCC(=O)Nc1ccc2nc(SCC(=O)N3CCOCC3)sc2c1,-2,4,14,3,3,-5,16,-3.2,-1,86
CC(C)OC(=O)CC(=O)CSc1nc(-c2ccc(F)cc2)cc(-c2ccccc2)c1C#N,1,-2,5,-1,-8,5,4,-0.6,0,87
COc1ccc(/C=C/C(=O)Nc2ccc3nc4n(c(=O)c3c2)CCCC4)cc1OC,-10,-2,7,-13,0,3,11,-2.4,-4,99
CCC(=O)Nc1ccc2oc(-c3ccccc3Br)nc2c1,1,2,-5,-2,-1,1,-9,1.6,0,107
Cc1c(Cc2ccccc2)sc(NC(=O)/C=C/c2cccc3ccccc23)c1C(N)=O,4,7,-31,1,3,-5,13,-2.4,10,98
COc1ccc(S(=O)(=O)N(CC(=O)NN=C2CCN(C)CC2)c2cc(Cl)ccc2OC)cc1OC,-2,-1,9,-1,0,-4,10,-1.9,21,100
CC(=O)C[C@@H](O)CC(=O)[C@H]1OC(=O)CC/C=C\Cc2ccccc21,-3,-1,-14,12,0,-1,5,-0.8,-5,102
Cc1ccc(C(=O)/C=C/c2ccc(F)cc2)o1,5,-3,9,4,-2,10,-6,1.2,3,104
O=C(Nc1ccc(F)cc1)N(CCCN1CCOCC1)Cc1cc2cc3c(cc2[nH]c1=O)OCCO3,2,-6,14,-10,0,-14,7,-1.4,12,101
CC(C)n1c(SCC(=O)Nc2nc3ccccc3s2)nc2c1c(=O)n(C)c(=O)n2C,-1,1,14,-7,-2,0,-58,11,-3,87*
CCn1c(C)nc2c(C)[n+](CC(=O)c3ccc(Br)cc3)ccc21,0,-2,4,-1,0,-10,5,-0.7,-3,82
COc1cccc(CC2(CO)CCCN(Cc3cn(C)c4ccccc34)C2)c1 (configuration not stated),2,3,10,-2,-1,-10,15,-2.4,18,86
O=C(Nc1ccccc1)Nc1ccccc1-n1ccnc1,-1,2,-23,-1,0,-8,-3,0.4,-5,101
O=C(COC(=O)c1cc([N+](=O)[O-])ccc1N1CCOCC1)c1ccccc1,1,-8,20,0,-1,-8,13,-1.9,-9,99
C[C@@H]1CN(C(=O)c2nc3ccc(Cl)cn3c2CN2CCc3sccc3C2)C[C@H](C)O1,13*,-4,11,4,3,1,1,-0.1,8,101
O=C(NCCNC(=O)c1ccccc1Br)c1ccccc1Br,1,3,-11,3,-1,5,8,-1.8,13,102
C/C(=N\Nc1ccc(Cl)nn1)c1ccccc1O,1,1,-4,4,1,7,8,-1.5,15,102
CC(C)CCNC(=O)c1ccc(OC2CCN(S(=O)(=O)N(C)C)CC2)cc1,-2,1,-6,-4,0,14,10,-1.9,-26,101
COc1ccc(N(CC(=O)NCCC2=CCCCC2)S(=O)(=O)c2ccccc2)cc1OC,14*,2,-6,9,0,11,-1,0.1,16,98
CC1CN(C(=O)COC(=O)c2ccc(C#N)cc2)CC(C)O1 (configuration not stated),-1,-1,3,-10,4,3,-4,0.7,31,96
CC(CCc1ccc(O)cc1)NCCc1ccc(O)c(O)c1 (configuration not stated),-2,3,4,3,2,5,2,-0.3,40,97
O=C(OCC(=O)C12CC3CC(CC(C3)C1)C2)c1ccccn1,0,-8,20,-18,0,-8,8,-2.0,-20,111
O=C(COc1ccc(Cl)cc1Cl)N/N=C/c1ccccn1,3,-8,21,-7,1,10,-11,2.8,-4,110
COC(=O)C(CCC(=O)CN1C(=O)c2ccccc2C1=O)N1C(=O)c2ccccc2C1=O (configuration not stated),1,/,/,18,-2,-1,/,/,/,102
O=C(N/N=C/C=C/c1ccccc1)c1cccc(Br)c1,0,-4,16,9,3,-5,5,-0.8,19,103
CC1(C)CC(=O)C(C=NCC2CCN(C(=O)Cc3ccccc3)CC2)=C(O)C1,2,1,15,5,1,11,-1,0.3,-8,/
Clc1ccc(-c2nnsc2SCc2ccccc2)cc1,3,-3,7,5,-17,-13,-13,2.5,11,105
Cn1ncc(Br)c1C(=O)Nc1c(F)c(F)cc(F)c1F,1,1,-2,-1,0,10,-1,0.2,8,86
Cc1ccc(C2CC(C(F)(F)F)n3ncc(C(=O)NCc4ccco4)c3N2)cc1 (configuration not stated),-2,3,9,-7,3,-7,-10,1.9,26,97
Cc1ccccc1C(=O)NC1CCN(CC(=O)NC2CCCCC2)CC1,0,-2,4,-16,-1,-2,9,-1.7,-25,112
O=C(NCCCO)C(=O)NCc1ccccn1,0,0,12,3,1,-3,-4,0.8,17,110
CCOC(=O)N1CCN(C(=S)NC(=O)/C=C/c2ccc(C)cc2)CC1,-1,0,9,-15,-3,-4,20,-3.8,20,/
COc1cc(CC(=O)OCC(=O)N2CCN(C(=O)c3ccco3)CC2)cc(OC)c1OC,-2,0,3,-8,1,8,6,-1.5,-13,107

Other structures
smiles,V-ATPase pHluor,HTR5A ag,HTR5A inv ag,PKA-R1A act,DAGLB inhibitor,PKA-R2B activ,OPRM1-OPRD1 inv,OPRM1-OPRD1 ag,Arr AP2 block,DSG3 Ab inh
COc1cc(OC)cc(C(=O)NNC(=O)NC2CCCCC2)c1,0,2,-23,-4,0,-3,16,-2.7,-3,107
CCOCC(=O)Nc1cccc(Br)c1,0,4,13,-5,-3,-10,2,-0.6,4,107
CCOc1ccc(NC(=O)Nc2ccc(Cc3ccncc3)cc2)cc1,5,1,-7,-10,2,-3,4,-0.8,7,93
O=S(=O)(c1ccc(F)c(F)c1F)N1CCN(C(=S)Nc2ccccc2)CC1,2,5,-14,-7,-2,0,-17,3.2,48,105
O=C1c2cccc([N+](=O)[O-])c2C(=O)N1C1CCCCC1,6,0,-1,0,-3,-6,-6,1.2,-15,101
COC(=O)C1=C(C)N(c2ccc(Cl)c(Cl)c2)C(=O)C1,2,0,1,9,1,-7,17,-2.7,2,/
N#Cc1c(NC(=O)C2CC2)sc2c1CCCCC2,1,-1,1,-6,-6,-3,-11,2.0,11,110
COC(=O)C1=C(C)N(c2ccc(C)c(C)c2)/C(=C/c2ccco2)C1=O,1,2,-9,-4,1,-2,21,-3.3,-5,85
COc1ccc(C2Nc3ccccc3C(=O)N2c2ccccc2)cc1CSc1ccccn1 (configuration not stated),-2,0,-3,-6,-2,-9,-139,27*,8,86
CCOC(=O)N1CCN(C(=O)c2cn(CC)c3ccc(S(=O)(=O)N4CC(C)CC(C)C4)cc3c2=O)CC1 (configuration not stated),-1,4,-4,4,-3,2,8,-1.7,-50,97
